Polio RdRp inh – poliovirus RNA polymerase inhibition; P03300; poliovirus polymerase elongation, fluorescence polarization; hits give low values; % elongation, % (compound at 16.7 µg/mL); 150,000 tested, 0.66% active; AID 588519; in the data active = % elongation below about 90%; also: some results filed as inactive read as strong as hits
Target sequence (P03300 1749-2209 limits assumed): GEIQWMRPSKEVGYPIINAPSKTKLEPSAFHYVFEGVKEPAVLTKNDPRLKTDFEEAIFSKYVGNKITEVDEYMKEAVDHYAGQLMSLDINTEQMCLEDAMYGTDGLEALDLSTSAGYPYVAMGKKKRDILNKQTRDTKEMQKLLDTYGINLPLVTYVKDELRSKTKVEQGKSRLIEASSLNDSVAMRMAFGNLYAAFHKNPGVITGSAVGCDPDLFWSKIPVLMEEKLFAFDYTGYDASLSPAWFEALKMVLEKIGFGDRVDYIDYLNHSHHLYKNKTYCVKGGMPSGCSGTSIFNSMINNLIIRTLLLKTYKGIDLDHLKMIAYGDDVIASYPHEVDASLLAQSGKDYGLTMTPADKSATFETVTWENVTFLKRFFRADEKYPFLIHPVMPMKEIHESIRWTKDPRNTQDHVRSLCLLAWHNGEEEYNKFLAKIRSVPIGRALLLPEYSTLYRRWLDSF
Polio RdRp inh FP z-score – second read-out of Polio RdRp inh, no call of its own (marks repeat the call); z-score; measured here: FP z-score; hits read low
Numbers without * were called inactive.

SMILES	Polio RdRp inh	Polio RdRp inh FP z-score
COC(=O)C(C)Oc1ccc(C(=O)O)cc1OC (centres undefined)	103	0.4
Cc1cn2c(=O)cc(COc3cccc(NC(=O)c4cccc(F)c4)c3)nc2s1	105	-0.6
CCN(CC)CCCNC(=O)c1sc2nc3n(c(=O)c2c1C)CCCCC3	114	1.5
CCN1C(=O)C(O)(c2c(C)[nH]c3ccccc23)c2ccccc21 (centres undefined)	108	0.8
Cc1nn(CCCC(=O)NCc2ccccc2)c(=O)c2nccn12	101	-0.1
CCOC(=S)NC(C)(C)C	101	0
Cc1ccccc1NC(=O)C(C)(C)c1ccccc1	102	0.1
NC(=O)Cn1c(=O)n(CCCCCC(=O)NCc2ccccc2)c(=O)c2sccc21	102	-0.7
O=C1CC2(CCCC2)C(=O)N1c1ccc(OC(F)(F)F)cc1	103	-0.4
COc1ccc(C)cc1NC(=O)NC(C)c1c(-n2cccc2)sc(C)c1C (centres undefined)	109	-0.4
Cc1cccc(C(=O)N2CCc3cc(CNC(=O)COc4ccc(Cl)cc4)ccc32)c1	113	1.5
N#Cc1c(-c2ccco2)cc(-c2cccs2)nc1OCc1ccc(F)cc1	109	0.8
Cc1ccc(-c2c(C(=O)N3CCN(c4cccc(C)c4)C(C)C3)oc(=O)c3ccccc23)cc1 (centres undefined)	110	0.2
Nc1cc(C(F)(F)F)ccc1-n1ccnc1	100	-0.4
Cc1cc(OC(=O)C2CC(=O)N(c3ccc(F)cc3)C2)ccc1N1C(=O)CCC1=O (centres undefined)	101	0.2
C[C@H](c1ccccc1)N1C[C@@H](CO)OC1=O	104	0.2
Cc1cc(Cl)c(CC(=O)O)c(Cl)n1	106	0.5
CCCCOc1ccc(CNC(=O)c2cnc3sc(N4CCCCCC4)nn3c2=O)cc1	110	0.3
Cn1cc(S(=O)(=O)N2CCOCC2)cc1C(=O)Nc1ccc(Cl)c(C(F)(F)F)c1	105	-0.2
CC(C)(C)c1ccc(S(=O)(=O)CCSc2nc3c(cc2C#N)CCCC3)cc1	99	-0.3
CC(=O)NC1=NC(=O)C(C)S1 (centres undefined)	99	-1.3
O=c1c2cc3c(cc2n(Cc2cccc(Cl)c2)c(=O)n1Cc1nc(-c2ccccc2)no1)OCO3	102	-1.3
COc1cc(NS(=O)(=O)c2ccc3c(c2)CC(=O)N3)cc(OC)c1OC	102	-0.4
O=C(O)Cn1c(=O)oc2cc(Cl)ccc21	99	-0.3
CN1CCC(N(C)CC(O)COCc2ccccc2F)CC1 (centres undefined)	103	0.2
C#CCn1c(=NC(C)=O)sc2cc(NC(C)=O)ccc21	102	0
Cc1sc2nc(CN3CCOCC3)nc(NC(C)C)c2c1C	94	-1.1
CCn1c(=O)cc(OCC(=O)Nc2cc(OC)c(OC)c(OC)c2)c2ccccc21	104	-0.3
CCN(CC)C(=O)CSc1cc(=O)n(CC)c2ccccc12	104	1
CCCC(C)C(=O)Nc1nnc(C(F)(F)F)s1 (centres undefined)	102	0.1
CC(C)Cn1c(O)c(NC(=O)N=N)c2ccccc21	102	0.2
O=C(CSc1nc2ccccc2o1)c1cc2ccccc2o1	108	0.6
Cc1ccc(N(Cc2ccccc2F)S(C)(=O)=O)c(C)c1	102	1.1
Cc1ccc(/C=c2\s/c(=C(/C#N)C(=O)N3CCCC3)n(Cc3ccco3)c2=O)s1	70	-5.3
CN(C)CCCC1(O)c2ccccc2CCc2ccccc21	101	-0.1
COc1cccc(NC(=O)c2c(C(=O)Nc3ccccc3)sc3nc(C)cc(=O)n23)c1	107	0
COc1ccc2oc(=O)cc(CN3CCN(C(=O)c4ccccc4)CC3)c2c1	109	0.3
CN(CC(=O)Nc1ccc2c(c1)OC1(CCCCC1)O2)C1CCCCC1	102	-0.1
COC(=O)COc1ccccc1C1NC(=O)NC(C)=C1C(=O)Nc1ccccc1OC (centres undefined)	100	-0.3
CCCCOc1cccc(C(=O)N(Cc2ccc(Cl)cc2)C2CCS(=O)(=O)C2)c1 (centres undefined)	101	-1
CN(Cc1cccs1)C(=O)c1cc(S(=O)(=O)N2CCOCC2)ccc1F	100	-0.5
Cc1ccc2nc3c(cc(C(=O)NCCN4CCOCC4)c(=N)n3C(C)C)c(=O)n2c1	103	0.2
CCOc1ccc(NC(=O)CN2C(=O)C(c3ccccc3)=NC23CCCCCC3)cc1	112	1
Nc1ccc2c(c1)C(=O)NC2=O	100	-0.3
CCn1cc(S(=O)(=O)c2cccc(Cl)c2)c(=O)c2cc(F)c(N3CCC(C)CC3)cc21	109	0.5
CN(Cc1ccccc1)C(=O)c1cc2ncc(Br)cn2n1	105	1.9
O=c1c2c3c(sc2nc2n1CCC2)CCCCC3	104	0.8
Cc1ccc(Cn2cc(S(=O)(=O)c3ccc(C)cc3)c(=O)c3cc(F)c(N4CCCC4)cc32)cc1	110	0.5
Cc1ccccc1-n1c(/C=C/c2ccccc2F)nc2ccccc2c1=O	107	0.8
N#C/C(C(=O)c1ccccc1)=C1/Nc2ccccc2C1=O	101	-0.2

(list continues)
SMILES	Polio RdRp inh	Polio RdRp inh FP z-score
Cc1cccc(C2CCCCC2)c1O	100	-0.7
Cc1ccc(NC(=O)/C(C#N)=C/c2cn(CC(=O)NCc3ccco3)c3ccccc23)cc1Cl	99	-0.4
Nc1c(S(=O)Cc2ccccc2)sc2nc(-c3cccs3)cc(-c3ccccc3)c12 (centres undefined)	101	0
COC(=O)Cc1c(C)c2ccc(OCC(N)=O)c(C)c2oc1=O	102	0.4
CCN1CCN(c2ncc3c(n2)CCN(Cc2ccc(C)s2)C3)CC1	105	0
COC(=O)c1c(SC)nc2ccccc2c1OCc1ccc(C)cc1	106	-0.1
Cc1ccc(N(C)C(=O)N2CCN(C(=O)N(C)c3ccc(C)cc3)CC2)cc1	102	0.4
CCc1ccc(NC(=O)CN(c2cc(C)cc(C)c2)S(=O)(=O)c2c(C)[nH]c(=O)[nH]c2=O)cc1	104	-0.3
CCC(NC)c1ccco1 (centres undefined)	102	0
Cc1ccc(NC(=O)CN2Cc3ccccc3C2=O)c(C)c1	108	0.2
Cc1cccc(N(C)c2ccc3cc(S(=O)(=O)N4CCCC4)ccc3n2)c1	104	-0.6
O=C(NCc1ccc(N2CCCC2=O)cc1)Nc1ccccc1	100	0.1
CP(=O)(c1nccn1-c1ccc(Cl)nn1)N1CCCCCC1 (centres undefined)	100	0.1
CC(C)C(NC(=O)c1ccccc1NC(=O)c1ccco1)C(=O)N1CCCCC1 (centres undefined)	103	0.2
CCN(CC)C(=O)C1CCCN(c2ncnc3onc(C)c23)C1 (centres undefined)	110	0.3
Cc1ccc(NC(=O)C(Sc2nnc(-c3ccc4c(c3)OCO4)o2)c2ccccc2)cc1 (centres undefined)	103	0.1
CCOC(=O)c1[nH]c(COC(=O)c2ccccc2NC(=O)c2ccco2)c(C(=O)OCC)c1C	103	-0.1
CC(CNC(=O)Cn1ccc2cc(S(=O)(=O)N3CCCCCC3)ccc21)c1ccccc1 (centres undefined)	105	-0.6
C/C(=C\C#N)N1CCOCC1	99	-0.3
Cc1ccc(-n2ncc(C(=O)NCCN3CCc4ccccc4C3)c2C2CCN(C(=O)OC(C)(C)C)CC2)cc1C	102	-0.7
Cc1ccsc1/C=N/N1CCN(Cc2ccc(Cl)cc2)CC1	105	0.8
CCOC(=O)c1cc(-c2ccc(C)cc2)n(CCC(=O)NC2CCCCCC2)c1C	103	0.5
CC(=O)SCCC(=O)Nc1ccccc1	100	-0.1
COC(=O)c1ccc(C(=O)OC)c(NC(C)=O)c1	100	-0.6
COC(=O)c1ccccc1NC(=O)CNc1cc(Cl)ccc1N1CCOCC1	101	0

Single records, from the list above.
Profile of Cc1ccccc1NC(=O)C(C)(C)c1ccccc1 → Polio RdRp inh = 102; Polio RdRp inh FP z-score = 0.1
Profile of O=c1c2c3c(sc2nc2n1CCC2)CCCCC3 → Polio RdRp inh = 104; Polio RdRp inh FP z-score = 0.8

The listing picks up with the 2 entries that preceded the break.
SMILES	Polio RdRp inh	Polio RdRp inh FP z-score
COC(=O)c1ccc(C(=O)OC)c(NC(C)=O)c1	100	-0.6
COC(=O)c1ccccc1NC(=O)CNc1cc(Cl)ccc1N1CCOCC1	101	0
Cc1cnn(-c2ccccc2)c(=O)c1N(C)C	103	0.8
COc1ccc(-c2nc3cc(C(C)C)ccc3o2)cc1NC(=O)c1ccccc1[N+](=O)[O-]	106	0.6
CCOc1ccc(CCNC(=O)c2oc(=O)c3ccccc3c2-c2ccc(C)cc2)cc1OCC	108	-0.2
CC(=O)NC(=S)Nc1ccc(Nc2ccccc2)cc1	101	0.2
Cc1noc(C)c1COc1ccc(C(=O)OCCN2C(=O)c3ccccc3C2=O)cc1	108	0.7
S=C(NCCN1CCOCC1)N1CCc2ccccc21	101	0.6
COc1ccc(OCC(O)CNC(C)(C)C)cc1 (centres undefined)	102	-0.3
NC(=O)CSc1nnc(Cn2cnc3ccccc32)o1	99	-1.1
Cc1c(C(=O)NCc2ccccc2)oc2ccc3c(c12)C=CC1(CCCC1)O3	102	0.1
CCc1cc(=O)oc2cc(OC(=O)c3ccco3)c(Cl)cc12	98	-0.6
Nc1c(Cl)ncnc1N1CCCCC1	103	0.4
O=C(O)CCCNC1=NCCC1	100	-0.4
COC(=O)C1=C2NC(=O)c3ccccc3N2C(=O)C1	103	-0.5
Cc1ccc(N=C2NC(=O)CC(C(=O)Nc3ccc(Cl)cc3)S2)cc1C (centres undefined)	103	0.4
Cc1nn(-c2ccccc2)nc1CNC(=O)c1ccc2nsnc2c1	106	1.5
CCN(CC1COc2ccccc2O1)C(=O)c1cnccn1 (centres undefined)	111	1
Fc1cc(Br)ccc1Nc1c2c(nc3nc(-c4cccs4)nn13)CCCC2	115	1.9
Cc1cc2c(cc1S(=O)(=O)Nc1cccc(Cl)c1C)n(C)c(=O)c(=O)n2C	110	0.8
Oc1ccc(-n2nnnc2SCc2ccc(-n3ccnc3)cc2)cc1	95	-1.1
CCOC(=O)c1cc2c(=O)n3ccccc3nc2n(C2CCCCC2)c1=N	99	-0.7
COc1cccc2c1OC(c1ccco1)N1N=C(c3ccccc3)CC21 (centres undefined)	108	0.4
CCOC(=O)C1=C(C)OC2=C(C(=O)CC(C)(C)C2)C1c1ccc(CC)s1 (centres undefined)	106	0.4
CCOC(=O)c1cnc2c(Cl)cc(Cl)cc2c1NCCOCCO	104	0.6
Cc1cc(C)n(CCCNC(=O)c2ccccc2NC(=O)c2ccco2)n1	100	-0.5
Cc1c(C(=O)N(C)C)sc2c1c(=O)n(-c1ccc(Cl)c(Cl)c1)c(=O)n2CC(=O)N1CCCCC1C (centres undefined)	103	-0.6
COc1cccc(NC(=O)Cn2ncc3c2-c2ccccc2OC3)c1	103	1.7
COC(=O)Nc1ccccc1	105	0.3
Cc1cc2cc(CN3C(=O)c4ccccc4C3=O)ccc2n1C	101	0
CN(C)c1ccc(CNC(=O)c2cnc3sc(N4CCCCCC4)nn3c2=O)cc1	102	-0.3
COc1ccc(-c2cc(C(F)(F)F)n3nc(C(=O)O)c(Cl)c3n2)cc1OC	105	0.5
N#Cc1c(NS(=O)(=O)c2ccccc2)n(-c2ccccc2)c2nc3ccccc3nc12	99	-0.1
Nc1ccccc1NC(=O)CCC(=O)O	104	0.8
COc1ccc(-c2cc(-c3ccccc3O)n(C3C(=O)Nc4ccc(Br)cc43)n2)cc1 (centres undefined)	106	0.5
O=C(NCc1ccccc1)Nc1ccccc1F	99	-1
CC1Cc2ccccc2N1C(=O)Nc1c[nH]c2ccccc12 (centres undefined)	100	0
CCOC(=O)CSc1nc2ccc(NC(=O)c3ccccc3)cc2s1	108	0.2
O=C(CSc1nnc(SCC(=O)NC2CC2)s1)NC1CC1	100	-0.7
CC(C)CN(CC(C)C)S(=O)(=O)c1ccc(-c2ccc(=O)[nH]n2)s1	104	0.3
O=C(O)c1ccc(NC2OC(CO)C(O)C2O)cc1 (centres undefined)	90*	-1.1*
COCCCn1c(=O)c2ccccc2n(CC(N)=O)c1=O	101	-0.4
CCCCCc1nc2ccccc2[nH]1	102	0.4
O=C(O)c1ccc(-c2ccccc2)cc1	95	-2
O=C(/C=C/c1cn(-c2ccccc2)nc1-c1cc2ccccc2o1)OCC(=O)c1ccc[nH]1	109	0.5
CC(NC(=O)C1=NNC(=O)CC1)C12CC3CC(CC(C3)C1)C2 (centres undefined)	107	0.7
COc1cc(Cl)c(C)cc1NC(=O)c1ccc2c(Cl)c3c(nc2c1)CCC3	109	0.4
COC(=O)CC(=O)Nc1cc2c(cc1N1CCCC1)n(C)c(=O)n2C	99	-0.5
COc1cc2c(=O)n(Cc3ccccc3Cl)c(=O)n(CC(=O)NC3CCCCC3)c2cc1OC	100	-0.5
CN(C)S(=O)(=O)c1cccc(C(=O)c2nccn2C)c1	103	0
CC(C)c1ccc(NC(=O)[C@@H](c2ccccc2)N2Cc3ccccc3C2=O)cc1	103	0.1

Some of the entries so far, with two lines to a compound.
Sequence of screens: Polio RdRp inh | Polio RdRp inh FP z-score
- COc1ccc(-c2nc3cc(C(C)C)ccc3o2)cc1NC(=O)c1ccccc1[N+](=O)[O-]
    106 | 0.6
- CCOc1ccc(CCNC(=O)c2oc(=O)c3ccccc3c2-c2ccc(C)cc2)cc1OCC
    108 | -0.2

Look-ups from the results shown.
Entry for `O=C1CC2(CCCC2)C(=O)N1c1ccc(OC(F)(F)F)cc1` under Polio RdRp inh: 103
Entry for `CCOc1ccc(CCNC(=O)c2oc(=O)c3ccccc3c2-c2ccc(C)cc2)cc1OCC` under Polio RdRp inh: 108

A portion of the library; the hit share may differ from the screen's.
